ZTA counter = counter-screen for EBNA-1 inhibitors: inhibitors of Epstein-Barr virus ZTA. P03206. ZTA-DNA binding, fluorescence polarization. 320,000 compounds, 0.15% hits. inhibition, % at 11 µM. AID 2234; in the data active means inhibition above about 33%
Target sequence (P03206 whole entry, looked up): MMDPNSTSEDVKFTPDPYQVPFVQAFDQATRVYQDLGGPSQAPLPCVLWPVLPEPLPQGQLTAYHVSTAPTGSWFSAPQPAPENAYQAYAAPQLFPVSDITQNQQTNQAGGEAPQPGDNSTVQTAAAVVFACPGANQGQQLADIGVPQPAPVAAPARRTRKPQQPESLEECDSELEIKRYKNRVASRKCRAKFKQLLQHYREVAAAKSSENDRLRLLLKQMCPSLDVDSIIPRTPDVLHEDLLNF
CR mimetic SO = lowers age-related superoxide in aged yeast cells; S. cerevisiae aged cells, superoxide DHE fluorescence; stronger effect = lower value; superoxide response (% of plate mean), % at 10 µM; 330,000 compounds, 0.18% hits; AID 2690;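 active means superoxide response under a set limit, about three screen SD below normal, cut at about 65% in these data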;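 further: yeast aged for seven days with compound at 30 °C before DHE staining; 100% = average MFI of all compound-treated wells on the plate with controls excluded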
Efflux pump mplx = blocks antifungal efflux pumps in multiplex yeast assay; S. cerevisiae Candida pump triplex, Nile Red efflux; inhibition, % at 10 µM; 330,000 compounds, 0.44% hits; AID 485275;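 active means plate passing quality check with inhibition over a set limit, or well fluorescence over plate mean plus 4 SD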;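 further: Nile Red retained in pooled yeast measured as flow cytometry median fluorescence; 0% = buffer negative control and 100% = Enniatin B positive control; higher means more Nile Red kept so more efflux inhibition; some compounds called inactive have numbers as strong as hits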
EBNA-1 inh = blocks EBNA-1 binding to DNA; EBNA-1 DNA binding, fluorescence polarization; inhibition, % at 14.8 µM; 300,000 compounds, 0.34% hits; AID 1950; in the data active means inhibition above about 28%
MCL1 BIM primary = inhibitors of human MCL1 binding to BIM-BH3 peptide | Q07820 | inhibition, % at 10.9 µM | 320,000 compounds, 0.68% hits | GST-MCL1 / FITC-Bim-BH3 fluorescence polarization | AID 2057;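 active means inhibition above the mean inhibition of all tested compounds plus 3 SD, set per campaign, cut at about 40% in these data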;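 further: 0% = DMSO wells and 100% = unlabeled Bim-BH3 peptide control; higher means more loss of mP so more displacement of Bim peptide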
Target sequence (Q07820 whole entry, looked up): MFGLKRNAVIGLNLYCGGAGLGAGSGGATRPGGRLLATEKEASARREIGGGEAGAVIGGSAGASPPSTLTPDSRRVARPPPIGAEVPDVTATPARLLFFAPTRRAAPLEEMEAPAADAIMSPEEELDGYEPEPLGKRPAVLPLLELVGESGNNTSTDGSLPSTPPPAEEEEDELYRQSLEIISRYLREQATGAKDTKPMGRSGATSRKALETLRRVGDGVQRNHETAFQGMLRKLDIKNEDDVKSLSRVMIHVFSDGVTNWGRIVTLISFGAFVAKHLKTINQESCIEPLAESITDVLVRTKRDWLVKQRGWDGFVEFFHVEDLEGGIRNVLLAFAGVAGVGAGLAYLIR
Bcl-xL primary = inhibitors of human Bcl-xL. Q07817. GST-Bcl-xL / FITC-Bim BH3 peptide fluorescence polarization. inhibition, % at 10.9 µM. 320,000 compounds, 0.7% hits;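 active means inhibition above the mean of all tested compounds plus 3 SD, cutoff set per campaign, cut at about 30% in these data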;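 further: 0% = DMSO wells and 100% = unlabeled Bim-BH3 peptide competitor; inhibitors lower millipolarization by displacing the labeled peptide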
Fam108B inh = Fam108B inhibition, counter-screen for RBBP9 inhibitors; inhibition, % at 9.51 µM; 300,000 compounds, 0.33% hits; recombinant Fam108B, FP-Rh probe fluorescence polarization; AID 1947;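 active means inhibition above the screen mean inhibition plus 3 SD, computed separately per campaign, cut at about 18% in these data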;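 further: inhibitors lower polarization as less probe binds the enzyme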
MEX-5 binding = C. elegans MEX-5 TCR-2 RNA binding activity | MEX-5/FITC-TCR2 RNA binding, fluorescence polarization; stronger effect = lower value | activity score (negative = inhibition of binding), % at 10 µM | 300,000 compounds, 0.38% hits | AID 1832;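 active means inhibition past about -25% in most replicates, and total fluorescence under double the plate's negative control median, limit read from the data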;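 further: 0% = DMSO and -100% = 5 µM competing unlabeled TCR2 RNA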
GLD-1 RNA inh = GLD-1-TGE RNA interaction inhibition (C. elegans). Q17339. purified GLD-1 + fluorescein TGE RNA, fluorescence polarization. inhibition, % at 5.96 µM. 320,000 compounds, 0.44% hits. AID 2280;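 active means percent inhibition above a per-plate cutoff, the plate mean of test compounds plus 3 SD, cut at about 30% in these data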;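 further: 0% = DMSO wells with GLD-1 and probe and 100% = wells lacking GLD-1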
Target sequence (Q17339 whole entry, looked up): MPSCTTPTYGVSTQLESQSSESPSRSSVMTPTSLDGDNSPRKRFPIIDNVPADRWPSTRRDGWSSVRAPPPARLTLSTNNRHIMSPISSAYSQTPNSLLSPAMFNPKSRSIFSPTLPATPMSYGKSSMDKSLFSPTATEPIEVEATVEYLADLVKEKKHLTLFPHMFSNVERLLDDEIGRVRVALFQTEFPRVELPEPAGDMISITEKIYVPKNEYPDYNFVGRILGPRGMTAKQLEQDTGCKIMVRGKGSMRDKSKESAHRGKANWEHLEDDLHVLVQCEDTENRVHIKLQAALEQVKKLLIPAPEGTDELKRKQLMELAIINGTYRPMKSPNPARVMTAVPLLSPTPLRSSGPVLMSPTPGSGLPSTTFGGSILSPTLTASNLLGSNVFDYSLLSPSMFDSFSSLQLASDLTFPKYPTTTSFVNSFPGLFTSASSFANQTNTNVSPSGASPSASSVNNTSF
Numbers without * were called inactive; · = not tested or not shown. Rows were taken by chance; about 2.3% have a hit in one of these screens.

SMILES	ZTA counter	CR mimetic SO	Efflux pump mplx	EBNA-1 inh	MCL1 BIM primary	Bcl-xL primary	Fam108B inh	MEX-5 binding	GLD-1 RNA inh
Cc1cc(-c2ccc(N3C(=O)CCC3=O)c(C)c2)ccc1N1C(=O)CCC1=O	9	102	0.0	-2	4	2	-3	-0.4	7
CCOC(=O)C1CCN(C(=O)Cn2cc3c(n2)CCC(C)C3)CC1 (stereo not drawn)	3	101	0.3	8	2	6	-2	-1.5	3
CCc1ccc(N(CC(=O)NC(C)C)C(=O)CCC(=O)Nc2nccs2)cc1	-2	96	0.5	-11	2	-2	-10	-1.2	5
COc1ccc(N(CC(=O)NC2CCCCC2)C(=O)CNC(=O)c2ccco2)cc1	0	92	0.2	-5	-3	0	0	2.2	-5
Cc1cc(S(=O)(=O)NCCN2CCOCC2)c(C)s1	2	78	0.1	-8	10	5	4	-2.5	0
Nc1ccc(-c2cnc[nH]2)cc1[N+](=O)[O-]	5	96	0.1	-6	5	14	2	-9.0	6
Cc1cccc(NC(=O)Cn2nc(-c3cccs3)ccc2=O)c1C	-13	99	0.0	3	8	5	0	0.4	5
Cc1ccc(N=C(NO)c2cnccc2C(F)(F)F)c(C)c1	-5	94	0.0	5	-2	4	-1	1.6	1
CCN(CC)S(=O)(=O)c1ccc(NS(=O)(=O)c2ccc(C)c(C)c2)cc1	4	85	0.1	5	-8	2	-2	4.4	-3
CC(C)Cc1ccc(-c2cc(=O)[nH][nH]2)cc1	13	90	-0.2	-2	13	6	2	0.1	0
COc1ccc(/C=C/C(=O)NC(=S)Nc2cc3oc4ccccc4c3cc2OC)cc1	-1	111	-0.1	-5	8	2	0	0.1	-2
Cc1ccccc1OCC(=O)Nc1ccc(S(=O)(=O)N2CCCC2)cc1	7	98	0.0	-1	-6	5	-7	1.5	-4
O=C(NCc1ccccc1Cl)C1CCN(S(=O)(=O)N2CCCC2)CC1	-3	77	-0.1	7	0	0	5	-1.8	13
Cn1c(N)c(C(=O)CSc2ccc3c(c2)OCCO3)c(=O)n(C)c1=O	-8	109	0.1	-8	1	4	-1	-0.5	7
O/N=C(/CN(O)/C=C1/C=CC=N1)c1cccs1	-5	89	-0.1	4	-2	3	1	0.0	-3
COc1ccccc1NC(=O)CN1CCN(CC(=O)Nc2ccc(OCc3ccccc3)cc2)CC1	4	103	0.2	-8	8	0	3	-0.1	-7
CCCC(=O)N1CCN(c2ccc(NC(=O)c3ccc(Br)o3)cc2)CC1	-14	104	0.1	-3	-4	1	1	-1.2	10
c1ccc2c(c1)NCC1CCCN21 (stereo not drawn)	-5	80	-0.1	-18	-4	1	2	3.2	-5
CCOC(=O)Cc1csc(Nc2c(C)n(C)n(-c3ccccc3)c2=O)n1	3	100	-0.3	0	9	5	-4	-3.5	9
CC(=O)Nc1ccc(Nc2nc(C(F)(F)F)nc3c2nnn3Cc2ccccc2Cl)cc1	17	97	0.1	-17	-5	-2	-2	1.7	-3
COc1ccc(Cn2c(-c3ccccc3)nc3c(c(=O)c4ccccc4n3C)c2=O)cc1	-12	107	1.1*	-17	-11	1	3	1.3	1
CCN1C(=O)C(CC(=O)NC)N(NC(=O)c2ccccc2)C1=S (stereo not drawn)	-3	98	-0.2	-10	-4	2	3	-0.1	10
Cc1ccc(-n2c(SCC(N)=O)nnc2-c2cnccn2)cc1	1	90	-0.1	5	8	4	3	0.4	4
COCc1nnc(NC(=O)c2ccc3c(c2)OCO3)s1	8	100	0.3	1	2	-2	2	0.6	0
O=C(/C=C/c1cccc([N+](=O)[O-])c1)Nc1ccc(Cl)cn1	0	116	0.1	-9	-1	5	-4	1.4	0
COc1cc(C(=O)Nc2ccccc2N2CCOCC2)ccc1OCC(=O)N1CCOCC1	2	89	0.0	-12	-12	-4	1	2.1	1
CCOC(=O)N1CCN(Cc2ccc(F)cc2F)CC1	-12	90	0.0	5	-9	-4	0	1.0	5
Cc1ccc(Nc2cc(C)nc3c(C)cccc23)cc1	-12	100	0.1	-9	5	-1	2	1.3	6
O=C(C1CCCO1)N1CCN(C(=S)Nc2ccc(F)c(Cl)c2)CC1 (stereo not drawn)	18	100	-0.1	3	6	7	1	-1.9	-1
CC(=O)Nc1ccc(S(=O)(=O)NNC(=O)c2cccc(Br)c2)cc1	10	95	0.1	4	4	5	4	-1.2	3
CNC(=O)CCc1ccc(OC)cc1	3	103	0.0	-12	-5	-3	-4	1.0	3
O=C1c2ccccc2C(=O)N1CCCC(=O)N1CCc2ccccc21	6	84	0.5	-9	3	3	-4	2.7	-5
COc1cccc(CNC(=O)CCNC(=O)c2ccco2)c1	5	87	0.1	6	6	2	2	-0.1	0
COC(=O)Cc1cc(=O)n2c(nc3ccccc32)[nH]1	5	119	0.0	-4	-4	6	0	-0.6	3
CC1(C)O[C@@H]2CC3C4C[C@H](F)C5=CC(=O)C=CC5(C)C4C(O)CC3(C)[C@]2(C(=O)CO)O1 (stereo partly drawn)	3	118	-0.1	0	4	5	5	1.2	10
CCOc1ccc(/C(C)=N/NC(=O)Cn2nc([N+](=O)[O-])cc2C)cc1	-1	97	0.0	1	4	0	0	-2.6	10
O=C(COc1ccc(Cl)cc1Cl)N1CCCN(C(=O)COc2ccc(Cl)cc2Cl)CC1	-8	110	0.3	2	-11	-47	-6	0.8	-5
Cc1[nH]c2ccccc2c1C(=O)CN1CCC(C)CC1	3	87	-0.1	1	-14	-10	-2	0.4	-2
Cn1ncc(Br)c1C(=O)NC1CCCC1	-3	105	-1.4	6	2	6	3	-0.6	8
CC(=O)NC(Cc1ccccc1F)C(=O)NC1CCN(C(=O)c2cnccn2)CC1 (stereo not drawn)	-7	87	0.4	1	-5	2	-2	0.2	-2
O=C(NCCCN1CCCC1=O)Nc1ccc([N+](=O)[O-])cc1	-14	105	0.4	-7	-7	-5	-2	-1.7	-2
O=C(O)CCCn1nc(C(F)(F)F)c2c1CCCCC2	4	103	0.3	-10	8	1	2	-1.3	10
O=C1C2C3C=CC(C3)C2C(=O)N1c1ccc(S(=O)(=O)Nc2nccs2)cc1 (stereo not drawn)	0	93	-0.2	-4	3	3	2	-3.1	-1
CS(=O)(=O)N1CCN(c2cnn(-c3ccccc3)c(=O)c2Cl)CC1	6	92	0.1	7	2	4	0	0.8	-1
CC12CCC(c3n[nH]c(=S)nc31)C2(C)C (stereo not drawn)	-5	69	0.8	-7	16	18	-2	-2.8	5
COc1ccccc1N1CC(C(=O)Nc2nnc(SCC(=O)NCC3CCCO3)s2)CC1=O (stereo not drawn)	0	91	-0.1	3	3	4	-1	1.0	3
Cc1sc(NC(=O)c2ccccc2)c(C#N)c1-c1ccccc1	-20	117	0.1	-4	-9	-5	-5	-0.3	-1
O=C(Cc1ccccc1)NCC(=O)Nc1cccc(Cl)c1	6	108	-0.1	7	2	0	-4	-1.5	4
COc1ccc(OCC(=O)NCC(c2cccs2)N2CCOCC2)cc1 (stereo not drawn)	8	95	0.0	7	-2	4	-4	-0.3	-2
O=C(CSc1ccccn1)N1CCCC(Nc2ccc(F)c(F)c2)C1 (stereo not drawn)	2	93	-0.1	1	15	7	2	1.1	1
The results go on:
SMILES	ZTA counter	CR mimetic SO	Efflux pump mplx	EBNA-1 inh	MCL1 BIM primary	Bcl-xL primary	Fam108B inh	MEX-5 binding	GLD-1 RNA inh
Cc1ccc(N(C)C(=O)C2CCCN2S(=O)(=O)c2ccc3c(c2)n(C)c(=O)c(=O)n3C)cc1 (stereo not drawn)	-9	109	-0.1	-6	2	-2	1	-1.8	2
O=C(Nc1cnn(Cc2c(Cl)cccc2Cl)c1)C(c1ccccc1)c1ccccc1	-13	101	-0.1	-2	-2	9	-18	0.4	8
Cc1c(Cl)c(C(F)(F)F)nn1CC(=O)NN	20	92	0.0	-5	13	4	-1	-1.1	7
CCOc1cc(/C=N/NC(=O)c2cccs2)ccc1OC(=O)N1CCOCC1	13	101	0.3	5	-3	0	2	0.6	1
CCC(C)c1ccc(-n2c(=O)c3ccccc3n3c(=S)[nH]nc23)cc1 (stereo not drawn)	21	85	-0.1	4	-18	-24	3	0.0	2
CCCN1CCN(C(=O)c2cc(COc3ccc(F)c(F)c3)on2)CC1	8	96	0.0	5	6	2	-5	3.0	6
COc1ccc(Cn2nnnc2CN2CCC(O)(c3ccc(F)cc3)CC2)cc1	0	100	0.2	-2	-4	1	-1	1.0	-2
COc1ccc(CCNC(=O)c2ccc(NS(=O)(=O)c3c(C)noc3C)cc2)cc1OC	-12	100	-0.1	6	3	6	1	0.3	4
O=C(NCC(=O)N(Cc1ccccc1)C(C(=O)NC1CCCC1)c1ccco1)c1ccco1 (stereo not drawn)	18	96	0.0	4	5	6	6	2.0	5
COCc1cc(C)n(CC(=O)NC(C)c2ccccc2)c(=O)c1C#N (stereo not drawn)	3	101	-0.1	6	3	8	-1	0.0	-1

A different layout for some results above.
O=C(NCc1ccccc1Cl)C1CCN(S(=O)(=O)N2CCCC2)CC1
  ZTA counter: -3
  CR mimetic SO: 77
  Efflux pump mplx: -0.1
  EBNA-1 inh: 7
  MCL1 BIM primary: 0
  Bcl-xL primary: 0
  Fam108B inh: 5
  MEX-5 binding: -1.8
  GLD-1 RNA inh: 13

Cn1c(N)c(C(=O)CSc2ccc3c(c2)OCCO3)c(=O)n(C)c1=O
  ZTA counter: -8
  CR mimetic SO: 109
  Efflux pump mplx: 0.1
  EBNA-1 inh: -8
  MCL1 BIM primary: 1
  Bcl-xL primary: 4
  Fam108B inh: -1
  MEX-5 binding: -0.5
  GLD-1 RNA inh: 7

Carrying on.
SMILES	ZTA counter	CR mimetic SO	Efflux pump mplx	EBNA-1 inh	MCL1 BIM primary	Bcl-xL primary	Fam108B inh	MEX-5 binding	GLD-1 RNA inh
CCN(Cc1ccccc1)S(=O)(=O)c1ccc(C(=O)Nc2nnc(-c3ccccc3OC)o2)cc1	-10	115	0.1	8	10	3	-4	-1.1	6
CC(=O)c1ccc2c(c1)OCCOCCOc1ccccc1OCCOCCO2	-15	122	0.1	-13	8	2	-3	-3.6	0
O=C(CCN1CCCCO1)N1CCCC(N2CCN(c3ccc(F)cc3)CC2)C1 (stereo not drawn)	0	93	-0.2	-6	4	4	-3	0.9	-9
Cc1cc(C)n2nc(C(=O)OCC(=O)N(CC(C)C)CC(C)C)nc2n1	-4	114	0.2	-12	-4	1	-6	0.9	-4
Cc1ccccc1-n1c(=O)n(Cc2ccco2)c(=O)c2[nH]cnc21	1	103	-0.1	-9	-2	0	-1	-0.9	-2
C#CC[N+](C)(C)CC#Cc1ccccc1	-7	111	0.4	-18	0	0	-6	2.5	-1
COc1cc(NC(=O)c2ccc([N+](=O)[O-])o2)ccc1NC(=O)c1ccco1	10	92	-0.1	-4	8	0	2	-1.0	0
CCc1sc(-c2c(C#N)c(N)nc3c2CCCCCC3)cc1[N+](=O)[O-]	5	96	-0.3	9	8	6	-1	-1.8	4
O=C(O)CSc1nc(-c2ccccc2)c(-c2ccccc2)[nH]1	-11	100	0.0	-8	-4	0	-7	·	-1
C(=N\N1CCN(Cc2ccccc2)CC1)/c1cccs1	2	101	0.0	17	3	1	0	-0.4	1
CC1=CC(C)C2C(=O)N(c3ccccc3)C(=O)C2C1 (stereo not drawn)	3	111	0.0	0	17	6	2	-0.2	4
CCOC(=O)c1nnn(-c2nonc2N)c1CN(C)C1CCCCC1	13	74	0.0	2	3	7	1	-0.2	9
Cc1ccccc1S(=O)(=O)N1CCN(C)CC1	9	96	0.0	4	-1	5	2	0.4	4
CCCn1nc(C(=O)Nc2cccc(C(=O)OC)c2)c2ccccc2c1=O	-14	108	0.2	-3	12	5	3	·	7
Cc1ccc(-c2nnn(CC(=O)N(CCO)C(C(=O)NC3CCCCC3)c3ccncc3)n2)o1 (stereo not drawn)	2	119	0.2	0	3	1	-2	0.9	4

Screens as filed in PubChem BioAssay.
